# Assay outcomes (PubChem BioAssay)
# HP1b binding inh = inhibitors of HP1-beta chromodomain binding to methylated histone tails; P83916; hit rate 0.56% among 390,000; AlphaScreen HP1-beta / biotin-H3K9me3 peptide binding; AID 540317; Potency, µM (highest dose often 114 µM), for the others: top-dose activity change, negative = inhibition, most hits filed as inhibitors; note: potency is the fitted concentration of half-maximal effect; nearly all actives have a fitted effect of over 70% in size; inactives centre near 23
# Target sequence (P83916 whole entry, looked up): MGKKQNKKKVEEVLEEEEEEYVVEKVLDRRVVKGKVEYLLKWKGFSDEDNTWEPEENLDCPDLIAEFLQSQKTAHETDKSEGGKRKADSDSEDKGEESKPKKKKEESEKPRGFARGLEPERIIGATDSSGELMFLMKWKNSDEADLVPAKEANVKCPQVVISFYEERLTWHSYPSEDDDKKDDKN
#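 AlphaScreen: HP1-beta (50 nM) preformed 30 min with biotin-H3(1-18)K9me3 peptide (50 nM) in PBS pH 7.4, 0.01% Tween-20. Compound added for 30 min at RT, then streptavidin donor/nickel chelate acceptor beads (10 ug/mL) for 30 min.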
# BAZ2B block = blocks human BAZ2B; AlphaScreen BAZ2B-H3K14Ac peptide displacement; hit rate 4.4% among 360,000; Q9UIF8; Potency, µM (doses to about 114 µM), without a hit: at the top dose activity change, negative = inhibition, most hits filed as inhibitors; note: potency is the fitted concentration of half-maximal effect; % is set by controls: 0 for no effect and ±100 for the full control effect; nearly all actives have a fitted effect of over 60% in size
#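 BAZ2B (50 nM) with biotin-H3(5-23)K14Ac peptide (50 nM) in PBS pH 7.4, 0.01% Tween-20, preformed 30 min, then compound 30 min at room temperature; top concentration 110uM. AlphaScreen streptavidin donor/nickel chelate acceptor beads (10 ug/mL final), 20 min dark, signal read.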
# PGK inhibitor = blocks T. brucei phosphoglycerate kinase; P07378; PGK/GAPDH coupled, Kinase-Glo luminescence, 60 min; Potency, µM (highest dose often 57.5 µM), for inactives: at the highest dose activity change, negative = inhibition, most hits filed as inhibitors; hit rate 0.043% among 380,000; note: potency is the fitted concentration of half-maximal effect; % is set by controls: 0 for no effect and ±100 for the full control effect; nearly all actives have a fitted effect of over 60% in size
#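 Luminescent ATP detection (Kinase-Glo Plus) follows a 60-minute room-temperature incubation, with wells lacking PGK as controls. Buffer: 100 mM TEA (pH 7.6), 5 mM MgCl2, 0.01% Tween-20. Coupling enzyme GAPDH (100 nM final) supplies unstable 1,3-BPG in-well.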
# GLS inhibitor = blocks human kidney-isoform glutaminase activity. GLS enzymatic activity, qHTS titration. Potency, µM (doses to about 45.5 µM), for the others: at the highest dose activity change, negative = inhibition, hits mostly inhibitors. hit rate 0.21% among 410,000; note: potency is the fitted concentration of half-maximal effect; % is set by controls: 0 for no effect and ±100 for the full control effect
# Target sequence (O94925 whole entry, looked up, canonical isoform): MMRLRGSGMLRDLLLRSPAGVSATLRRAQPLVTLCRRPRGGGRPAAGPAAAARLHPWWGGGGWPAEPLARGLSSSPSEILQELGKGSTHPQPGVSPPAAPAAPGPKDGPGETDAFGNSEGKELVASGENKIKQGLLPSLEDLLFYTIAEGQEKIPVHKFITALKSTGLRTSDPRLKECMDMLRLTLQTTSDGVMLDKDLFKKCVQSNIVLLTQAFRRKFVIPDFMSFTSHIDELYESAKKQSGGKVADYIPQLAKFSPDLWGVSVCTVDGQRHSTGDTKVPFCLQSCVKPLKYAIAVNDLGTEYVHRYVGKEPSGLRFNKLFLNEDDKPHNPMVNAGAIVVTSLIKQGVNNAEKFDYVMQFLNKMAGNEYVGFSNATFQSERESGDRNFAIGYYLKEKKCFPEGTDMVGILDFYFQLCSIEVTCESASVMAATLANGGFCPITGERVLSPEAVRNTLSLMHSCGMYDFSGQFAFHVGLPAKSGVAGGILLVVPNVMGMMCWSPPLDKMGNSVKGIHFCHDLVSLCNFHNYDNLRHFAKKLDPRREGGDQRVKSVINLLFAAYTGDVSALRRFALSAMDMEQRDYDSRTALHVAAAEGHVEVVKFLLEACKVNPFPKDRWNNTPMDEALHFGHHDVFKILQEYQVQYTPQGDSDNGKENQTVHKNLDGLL
#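 Human kidney-isoform GLS in 45 mM KH2PO4 pH 8.2, 0.02% Tween-20, with compound, started with 1mM L-Glutamine (added stock). Glutamate oxidase/HRP/Amplex red coupled fluorescence read at start and after 30 min at RT.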
# POLH inh = inhibitors of human DNA polymerase eta; Q9Y253; recombinant Pol eta, fluorescent DNA replication assay; Potency, µM (doses to about 114 µM), for inactives: at the top dose activity change, negative = inhibition, actives largely listed as inhibitors; hit rate 1.2% among 390,000; AID 588591; note: potency is the fitted concentration of half-maximal effect; % is set by controls: 0 for no effect and ±100 for the full control effect
#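 Pol eta at 10 nM preincubated with compounds 15 min at room temperature; reaction started with fluorescent substrate (50 nM final) and read kinetically at 0 and 10 min.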
# JMJD2A Tudor inh = JMJD2A Tudor domain (human) inhibition. O75164. Potency, µM (top dose mostly 114 µM), for inactives: at the top dose activity change, negative = inhibition, hits mostly inhibitors. hit rate 4.4% among 390,000. AlphaScreen JMJD2A-Tudor / H3K4me3 peptide binding. AID 504339; note: potency is the fitted concentration of half-maximal effect; % is set by controls: 0 for no effect and ±100 for the full control effect; nearly all actives have a fitted effect of over 50% in size
# PI4K2A inh = blocks human PI4K2A kinase activity; Q9BTU6; purified PI4K2A, ADP-Glo luminescence, 1 h; stronger effect = lower value; activity change, negative = inhibition, % at 76.9 µM; hit rate 0.13% among 420,000; AID 1346378; in the data active = activity change below about -50%; inconclusive = mostly about -30% to -49%;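 note: -100% = wells without enzyme as full effect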
#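 In this quantitative HTS, ADP production by PI4K2A was quantified luminescently after 1 h at ambient temperature; 100 microM adenosine served as plate-quality control.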
# Pin1 inh = inhibitors of human Pin1; hit rate 0.009% among 390,000; Pin1 FP peptide displacement, HiFluor488, 10 min; Q13526; Potency, µM (titrated, usually from 115 µM), for inactives: at the top dose activity, negative = inhibition, actives largely listed as inhibitors; active = well fitted inhibition curve with a large enough effect in the polarisation, with a control signal flat, not every such curve was filed as active; inconclusive = small, poorly fitted or top-dose-only effect, or effect the other way, or a change in a side signal; inactive = no such curve, though single readings can be large or run the other way; the % refers to the polarisation; note: potency is the fitted concentration of half-maximal effect; % is set by controls: 0 for no effect and ±100 for the full control effect
# Target sequence (Q13526 whole entry, looked up): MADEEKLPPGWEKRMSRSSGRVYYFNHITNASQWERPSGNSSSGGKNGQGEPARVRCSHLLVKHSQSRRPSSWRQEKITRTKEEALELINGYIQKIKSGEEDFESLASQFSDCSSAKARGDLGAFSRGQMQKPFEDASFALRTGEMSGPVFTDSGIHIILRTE
# G9a block = G9a (human) methyltransferase inhibition | Q96KQ7 | G9a H3K9 monomethylation, AlphaScreen, 2 h | Potency, µM (doses to about 102 µM), for the others: at the highest dose activity, negative = inhibition, usual class: inhibitors | hit rate 8.8% among 350,000 | AID 504332; note: potency is the fitted concentration of half-maximal effect; % is set by controls: 0 for no effect and ±100 for the full control effect; nearly all actives have a fitted effect of over 75% in size
#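 AlphaScreen read-out: biotin-H3K9 peptide (500 nM) methylation by 20 nM enzyme with 20 uM SAM, 2 h at room temperature after 15 min compound preincubation; anti-monomethyl H3K9 antibody plus donor/acceptor beads, 10 min dark.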
# Active calls of the source: *; i = inactive; ? = inconclusive; · = no result given; & = joins results of further samples; [ ] = another dose, or the depositor's remark. Unless noted, calls come from the whole dose curve; as a rule, active = well fitted curve in the direction sought with a large enough effect; inconclusive = small, poorly fitted or top-dose-only effect, or another doubt; inactive = no such curve, though single readings can be large; an effect the other way counts as inactive or inconclusive.
SMILES,HP1b binding inh,BAZ2B block,PGK inhibitor,GLS inhibitor,POLH inh,JMJD2A Tudor inh,PI4K2A inh,Pin1 inh,G9a block
CC(C)CN(CCCNC(=O)CN1N=C(c2ccccc2)CCC1=O)CC(C)C,30%,0%,-6%,8%,15%,5%,2,-12%,6%[59 µM]
Cc1ccc(-c2noc(CCC(=O)NCCN3CCc4ccccc4C3)n2)cc1,-3%,-37%,-5%,-7%,-3%,-5%[57.1 µM],4,3%,?
COc1ccccc1CCNC(=O)Cn1ccc2cc(S(=O)(=O)N3CCCCC3)ccc21,-1%,-12%,i,4%,-6%,-22%,7,44%[activator],-31%[59 µM]
C/C(=N/NS(=O)(=O)c1ccccc1)c1ccc(NC(=O)C(F)(F)F)cc1,22%,6%,6%,1%,-9%,-1%,3,-3%,-12%[59 µM]
CCOC(=O)C(CC)Sc1c(CC)cnc2c1c(=O)n(C)c(=O)n2C (centres undefined),8%,-10%,-8%,-5%,-16%,-6%,-7,-9%,1%[59 µM]
Fc1ccc(-c2nc3c(-c4ccc(Cl)cc4)cnn3cc2CCN2CCOCC2)cc1,14%,-8%,i,7%,-14%,-15%,1,1%,16%
O=C(NCCN1CCOCC1)c1cccc(S(=O)(=O)NCc2ccccc2)c1,21%,-1%,-7%,6%,-5%,-13%,0,2%,-4%
CC1CCN(C(=O)CSc2nnc(-c3ccco3)n2N)CC1,·,·,5%,-1%,-18%,·,1,·,·
CCOc1ccc(NC(=O)CSc2nnc(Cn3cnc([N+](=O)[O-])n3)n2C)cc1,46%[activator],5%,i,-3%,-12%,-5%,-1,-1%,-1%
CCCCN(C)CCNC(=O)c1ccc2c(c1)NC(=O)C(N1CCCCC1)S2 (centres undefined),24%,-9%,2%,12%,-16%,1%,-8,-6%,·
COc1ccccc1NC(=O)CSC1=Nc2ccccc2C2=NC(CC(=O)NCc3cccs3)C(=O)N12 (centres undefined),35%,-1%,-9%,10%,-24%,-16%,0,0%,1%[59 µM]
Cc1ccc(NC(=O)CN2C(=O)S/C(=C\c3cc(Cl)c(OCC(=O)O)c(Cl)c3)C2=O)cc1,20µM*,40µM*,?,?,25µM*,45µM*,-4,·,40µM*
COc1ccc(S(=O)(=O)N(C)C[C@H]2Oc3c(NC(=O)C4CC4)cccc3C(=O)N([C@H](C)CO)C[C@@H]2C)cc1,21%,·,i,2%,-11%,-5%,-4,-12%,·
COc1ccc(C(CNC(=O)c2ccc(NS(=O)(=O)c3ccc4c(c3)OCCO4)cc2)N(C)C)cc1 (centres undefined),9%,-25%,i,-2%,-17%,-17%,-3,-3%,?
O=C(N/N=C/c1ccc([N+](=O)[O-])o1)c1ccc(NS(=O)(=O)c2cccs2)cc1,8%[57 µM],-11%,i,-4%,32µM*,-25%,-6,?,·
CCCCNC(=O)CSc1nc2cc3c(cc2c(=O)n1CCCN(CC)CC)OCO3,33%,0%,-8%,2%,-11%,-4%,-3,-2%,4%[12.7 µM]
Cc1nn(C)c(C)c1NC(=O)COc1ccc(Cl)cc1,66%[activator],-4%,-3%,-5%,-10%,-15%,5,-1%,-15%[12.7 µM]
CC1=NN(Cc2ccccc2)C(=O)/C1=C\c1ccc(N(C)C)cc1,?,10µM*,-4%,15%,-6%,?,-2,38%[activator],11µM*
Cc1ccc(NCC2(N=Cc3ccccc3)OC(CO)C(O)C2O)cc1 (centres undefined),12%,·,i,-15%,-15%,-27%,-3,6%,·
Cc1ccc(-c2nnc3n2N=C(c2ccccc2)CS3)cc1,50%[activator],6%,-3%,-2%,-2%,-17%,3,1%,1%
O=C(O)CN1C(=O)/C(=C\c2cc(Br)ccc2OCc2ccc(Cl)cc2Cl)SC1=S,?,25µM*,-18%,28%,?,20µM*,-4,?,40%[0.501 µM]
Cc1ccc(C)c(OCC(=O)Nc2ccc(N3CCOCC3)cc2)c1,-16%,?,-10%,-1%,-22%,?,2,-1%,32µM*
C[C@@H](NC(=O)c1[nH]cnc1C(=O)Nc1ccon1)c1ccccc1,44%[activator],-37%,-1%,4%,0%,-18%,1,-1%,2%[0.501 µM]
Nc1ncnc2c1ncn2[C@@H]1O[C@H](CN2CCCS2(=O)=O)[C@@H](O)[C@H]1O,18%,·,-3%,3%,-3%,-19%,-8,1%,·
COc1ccc(/C=N\NC(=O)COc2ccccc2)c(C(=O)O)c1OC,35%,-4%,-9%,-4%,-15%,-5%,5,2%,12%[59 µM]
N#Cc1c(Nc2ccccc2)s[nH]c1=O,19%,1%,-2%,36%[activator],4%,-30%,3,6%,13µM*
O=C(c1cccnc1)N(Cc1ccccc1)C1(C(=O)Nc2ccccc2)CCCCC1,14%,-5%,i,3%,-2%,-17%,-1,-6%,7%[59 µM]
O=C(c1ccc2c(c1)OCO2)N1CCNc2ccccc2C1,39%,2%,i,4%,-17%,-1%,1,-12%,18%[59 µM]
CCCOc1ccc(N2C(=O)CC(N3CCN(C(=O)c4ccco4)CC3)C2=O)cc1 (centres undefined),33%,-1%,-7%,-4%,-13%,-13%,4,-1%,?
CCOC(=O)C(=O)Nc1nnc(C2CCCCC2)s1,-10%,-14%,6%,3%,8%,-8%,2,1%,8.9µM*
CCOc1ccccc1C1NC(=O)NC(C)=C1C(=O)OCc1ccccc1 (centres undefined),41%[activator],3%,-10%,-5%,-11%,-13%,2,2%,-50%
CC(C)NS(=O)(=O)c1cc(F)ccc1CN1C(=O)c2cccnc2C1=O,32%,?,1%,-6%,2%,?,1,10%,-36%[12.7 µM]
O=C(COC(=O)c1cnccn1)c1cccc([N+](=O)[O-])c1,73%[activator],?,-10%,0%,-8%,-5%,-6,8%,?
CCOC(=O)Nc1nn(-c2ccc(C)cc2)c(=O)c(C#N)c1C,39%[activator],-10%,-8%,-4%,-16%,5%,8,-4%,-8%
COc1ccc2nc(C)cc(SCC(=O)N3CCCCC3)c2c1,51%[activator],-21%,i,1%,-14%,-4%,5,5%,?
COc1cc(C#Cc2c(-c3cncn3C)n(C)c3ccc(-c4ccc(CN5CCOCC5)cc4)cc23)cc(OC)c1,4%,·,-3%,0%,-3%,8.9µM*,-1,37%[activator],·
CC(=O)c1cn(CC(=O)Nc2ccccc2Cl)c2ccccc12,24%,-27%,-1%,15%,5%,-4%,1,-2%,-3%
CCCNc1cc(C)oc(=O)c1C(=O)CC,58%[activator],9%,-4%,17%,7%,0%,0,-5%,-4%
C#CCOc1c(Br)cc(C2C(C(=O)OC)=C(C)NC3=C2C(=O)c2ccccc23)cc1OCC (centres undefined),?,?,i,30%,-13%,11µM*,-3,1%,10µM*
CC(C)NC(=O)COc1ncnc2sccc12,25%,-4%,0%,-4%,-15%,-5%,4,2%,0%[12.7 µM]

# Another view of part of the listing above.
structure | HP1b binding inh | BAZ2B block | PGK inhibitor | GLS inhibitor | POLH inh | JMJD2A Tudor inh | PI4K2A inh | Pin1 inh | G9a block
O=C(O)CN1C(=O)/C(=C\c2cc(Br)ccc2OCc2ccc(Cl)cc2Cl)SC1=S | ? | 25µM* | -18% | 28% | ? | 20µM* | -4 | ? | 40%[0.501 µM]
Cc1ccc(C)c(OCC(=O)Nc2ccc(N3CCOCC3)cc2)c1 | -16% | ? | -10% | -1% | -22% | ? | 2 | -1% | 32µM*
C[C@@H](NC(=O)c1[nH]cnc1C(=O)Nc1ccon1)c1ccccc1 | 44%[activator] | -37% | -1% | 4% | 0% | -18% | 1 | -1% | 2%[0.501 µM]
Nc1ncnc2c1ncn2[C@@H]1O[C@H](CN2CCCS2(=O)=O)[C@@H](O)[C@H]1O | 18% | · | -3% | 3% | -3% | -19% | -8 | 1% | ·
COc1ccc(/C=N\NC(=O)COc2ccccc2)c(C(=O)O)c1OC | 35% | -4% | -9% | -4% | -15% | -5% | 5 | 2% | 12%[59 µM]
N#Cc1c(Nc2ccccc2)s[nH]c1=O | 19% | 1% | -2% | 36%[activator] | 4% | -30% | 3 | 6% | 13µM*
O=C(c1cccnc1)N(Cc1ccccc1)C1(C(=O)Nc2ccccc2)CCCCC1 | 14% | -5% | i | 3% | -2% | -17% | -1 | -6% | 7%[59 µM]
O=C(c1ccc2c(c1)OCO2)N1CCNc2ccccc2C1 | 39% | 2% | i | 4% | -17% | -1% | 1 | -12% | 18%[59 µM]

# The list goes on.
SMILES,HP1b binding inh,BAZ2B block,PGK inhibitor,GLS inhibitor,POLH inh,JMJD2A Tudor inh,PI4K2A inh,Pin1 inh,G9a block
CCCCC[C@H](O)/C=C/[C@@H]1[C@@H](C/C=C\CCCC(=O)O)[C@@H](O)C[C@H]1O,26%,-2%,-7%,12%&4%,-1%,-14%,3,1%,24%[59 µM]
Cc1nc2ccc(NC(=O)Cc3ccccc3F)cc2s1,35%[activator],17%,-3%,20%,2%,-6%,-7,-1%,16%
CC(CCc1ccccc1)NC(=O)Cc1cccs1 (centres undefined),48%[activator],-9%,1%,0%,-4%,3%,3,0%,-5%[0.501 µM]
OC1(c2ccc(Br)cc2)CCNCC1,16%,2%,-15%,2%,-8%,-1%,-8,-7%,?
COc1ccc(NC(=O)CN(C)S(=O)(=O)c2ccc(C)cc2)c([N+](=O)[O-])c1,12%,-6%,-1%,8%,-3%,-13%,0,?,32µM*
C=CCn1c(SCC(=O)N2CCCC2)nc2cc(C(=O)NCC3CCCO3)ccc2c1=O (centres undefined),20%,3%,-1%,-2%,-3%,-9%,0,1%,16%[59 µM]

# Only part of the results is shown; rates above refer to the full screens.
